Screening results: PubChem BioAssay, National Center for Advancing Translational Sciences (NCATS)
aGlu spleen mod: qHTS Assay for Inhibitors and Activators of Human alpha-Glucosidase From Spleen Homogenate; 240,000 compounds, 0.006% hits; Potency, µM (top dose mostly 79.9 µM), inactives show at the top dose activity change, negative = inhibition, actives largely listed as inhibitors; AID 2112, 2009; Lysosomal alpha-glucosidase (Homo sapiens), P10253; human spleen homogenate, 4-MU-alpha-glucoside fluorescence;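 note: 0% = enzyme with vehicle and -100% = no enzyme basal signal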
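Human spleen homogenate (1 ug) with 4-methylumbelliferyl-alpha-D-glucopyranoside (1 mM final) in 50 mM citrate/phosphate pH 5.0, 0.01% Tween-20; 40 min at 37 C. Stopped at pH 10; 4-MU fluorescence Ex 365/Em 440 nm; AC50 by Hill fit.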
GAA glycogen mod: qHTS Assay for Inhibitors and Activators of Human alpha-Glucosidase Cleavage of Glycogen; 300,000 compounds, 0.38% hits; Lysosomal alpha-glucosidase (Homo sapiens), P10253; Potency, µM (titrated, usually from 76.4 µM), inactives show at the highest dose activity change, negative = inhibition, usual class: inhibitors; recombinant GAA, glycogen substrate, Amplex Red glucose oxidase fluorescence;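 note: 0% = full enzyme reaction and -100% = no-enzyme basal signal; the screen sought inhibitors and activators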
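Natural-substrate format: glycogen cleavage by 4 nM human enzyme, glucose read by Amplex Red coupling (Ex 573, Em 610 nm). Normalized to enzyme and no-enzyme controls.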
RGS12 GoLoco inh: qHTS Assay for Inhibitors of RGS12 GoLoco Motif Activity (Red Fluorophore); AID 880, 2007; Gai1:RGS12 GoLoco peptide FP, rhodamine, 10 min; Guanine nucleotide-binding protein G(i) subunit alpha-1 (Homo sapiens), P63096; 230,000 compounds, 0.44% hits; Potency, µM (highest dose often 61.6 µM), for inactives: top-dose activity, negative = inhibition, actives largely listed as inhibitors; active = well fitted inhibition curve with a large enough effect, not every such curve was filed as active; inactive = no such curve, though single readings can be large or run the other way; note: % is set by controls: 0 for no effect and ±100 for the full control effect; nearly all actives have a fitted effect of over 30% in size; many of its hits are not listed in these tables
SMN2 splice enh: qHTS Assay for Enhancers of SMN2 Splice Variant Expression | HEK293 SMN2-luciferase splicing reporter, luminescence, 30-36 h | Potency, µM (top dose mostly 46.1 µM), for the others: top-dose activity change, positive = activation, hits mostly activators | 210,000 compounds, 2.8% hits; note: % of control where 0% means no effect; nearly all actives have a fitted effect of over 55% in size
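HEK293 cells carry an SMN2 […]–luciferase reporter in which exon 7 inclusion puts luciferase in frame. Cells were plated 10-12 h before compound addition, then incubated 30-36 h at 37C. ONE-Glo luminescence was read; sodium butyrate at 4.5 mM final served as control.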
ALDH1A1 block: qHTS Assay for Inhibitors of Aldehyde Dehydrogenase 1 (ALDH1A1) | Aldehyde dehydrogenase 1A1 (Homo sapiens), P00352 | Purified ALDH1A1, NADH fluorescence, propionaldehyde substrate | Potency, µM (highest dose often 75.3 µM), without a hit: at the top dose activity, negative = inhibition, hits mostly inhibitors | 220,000 compounds, 7.3% hits | AID 1030, 2008; active = well fitted inhibition curve with a large enough effect, not every such curve was filed as active; inconclusive = small, poorly fitted or top-dose-only effect, or another doubt; inactive = no such curve, though single readings can be large or run the other way;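 note: plate controls were no enzyme wells and a reference inhibitor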
Target sequence (P00352 whole entry, looked up): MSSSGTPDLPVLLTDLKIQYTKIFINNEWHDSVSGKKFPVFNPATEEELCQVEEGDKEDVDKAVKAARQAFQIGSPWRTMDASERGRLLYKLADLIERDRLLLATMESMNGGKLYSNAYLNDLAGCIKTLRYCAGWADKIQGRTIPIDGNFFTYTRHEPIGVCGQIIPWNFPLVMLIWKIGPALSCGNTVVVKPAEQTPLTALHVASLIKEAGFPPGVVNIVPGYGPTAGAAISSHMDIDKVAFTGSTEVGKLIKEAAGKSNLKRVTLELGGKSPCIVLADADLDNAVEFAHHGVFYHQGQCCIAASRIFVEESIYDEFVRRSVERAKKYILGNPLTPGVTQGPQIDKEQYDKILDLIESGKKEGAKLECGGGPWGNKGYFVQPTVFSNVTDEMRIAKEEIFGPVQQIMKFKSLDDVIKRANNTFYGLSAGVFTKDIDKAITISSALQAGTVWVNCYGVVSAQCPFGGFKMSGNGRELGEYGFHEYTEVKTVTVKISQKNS
GAA inhib: qHTS Assay for Inhibitors of Human alpha-Glucosidase as a Potential Chaperone Treatment of Pompe Disease; Potency, µM (series often up to 76.9 µM), for the others: top-dose activity change, negative = inhibition, actives largely listed as inhibitors; purified human GAA, 4-MU-alpha-glucoside fluorescence; 200,000 compounds, 0.005% hits; Lysosomal alpha-glucosidase (Homo sapiens), P10253;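 note: plate controls were uninhibited enzyme wells for no effect and no-enzyme background for full effect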
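Activity normalized between no-enzyme (basal) and enzyme-only wells. Conditions: 4 nM human enzyme, 400 uM fluorogenic substrate, citrate/phosphate pH 5.0 with Tween-20, 20 min room temperature, compounds up to 77 uM.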
aGal spleen mod: qHTS Assay for Inhibitors and Activators of Human alpha-Galactosidase From Spleen Homogenate | Alpha-galactosidase A (Homo sapiens), P06280 | human spleen homogenate, 4MU-alpha-Gal fluorescence, 40 min | Potency, µM (highest dose often 80 µM), for inactives: at the top dose activity change, negative = inhibition, actives largely listed as inhibitors | 240,000 compounds, 0.008% hits | AID 2107, 2009;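 note: 0% = enzyme with vehicle and -100% = no enzyme basal signal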
Target sequence (P06280 32-429 limits assumed): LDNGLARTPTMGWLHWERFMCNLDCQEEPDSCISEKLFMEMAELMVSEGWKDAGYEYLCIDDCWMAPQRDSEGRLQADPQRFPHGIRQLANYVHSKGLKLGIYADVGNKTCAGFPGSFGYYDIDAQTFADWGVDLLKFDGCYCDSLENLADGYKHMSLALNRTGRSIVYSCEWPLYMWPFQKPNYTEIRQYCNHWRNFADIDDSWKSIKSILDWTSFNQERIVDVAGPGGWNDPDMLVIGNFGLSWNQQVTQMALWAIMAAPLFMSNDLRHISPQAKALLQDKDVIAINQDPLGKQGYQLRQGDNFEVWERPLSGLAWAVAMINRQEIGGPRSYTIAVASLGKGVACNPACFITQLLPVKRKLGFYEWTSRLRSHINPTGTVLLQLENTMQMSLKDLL
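Inhibition or activation of alpha-galactosidase in human spleen homogenate is scored by 4-MU fluorescence after 40 min at 37C, pH 5.0, with 1 mM substrate. AC50s come from concentration-response fitted to the Hill equation.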
JMJD2E inh: qHTS Assay for Inhibitors of Human Jumonji Domain Containing 2E (JMJD2E); Lysine-specific demethylase 4E (Homo sapiens), B2RXH2; JMJD2E catalytic domain, FDH-coupled NADH fluorescence (FDH is formaldehyde dehydrogenase); Potency, µM (doses to about 57.1 µM), for inactives: at the top dose activity change, negative = inhibition, most hits filed as inhibitors; 230,000 compounds, 1.6% hits; AID 2147, 2009; active = well fitted inhibition curve with a large enough effect, not every such curve was filed as active; inconclusive = small, poorly fitted or top-dose-only effect, or another doubt; inactive = no such curve, though single readings can be large or run the other way;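 note: 0% = wells with enzyme and -100% = buffer wells without enzyme; nearly all actives have a fitted effect of over 50% in size; many of its hits are not listed in these tables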
An asterisk follows results filed as active; ? = inconclusive; nt = not tested or not shown; [ ] = another dose, or the depositor's remark. Unless noted, calls come from the whole dose curve; as a rule, active = well fitted curve in the direction sought with a large enough effect; inconclusive = small, poorly fitted or top-dose-only effect, or another doubt; inactive = no such curve, though single readings can be large; an effect the other way counts as inactive or inconclusive. Potency is the fitted concentration of half-maximal effect. Some of the compounds tested; rates above refer to the full screens.

Below each compound: aGlu spleen mod | GAA glycogen mod | RGS12 GoLoco inh | SMN2 splice enh | ALDH1A1 block | GAA inhib | aGal spleen mod | JMJD2E inh
- CC(=O)NC(CC(=O)NC1CCCCC1)c1ccccc1 (stereo not given)
 : -2% | -2% | -27% | 26% | -2% | 5% | 7% | 4%
- O=C(NCc1ccc(Cl)cc1)c1ccc(CNc2c(N3CCCC3)c(=O)c2=O)cc1
 : 3% | 3% | 3% | nt | nt | nt | 3% | -1%
- CCOC(=O)N1CCC(N2C(=O)c3ccccc3C2Nc2ccc3c(C)cc(=O)oc3c2)CC1 (stereo not given)
 : -7% | 4% | -2% | 28% | ? | 1% | 2% | -2%
- CNC(=O)c1nnc(Cc2ccc(F)cc2)o1
 : -1% | 10% | 1% | 1% | -5% | -5%[15.4 µM] | -2% | -2%
- CCOC(=O)c1sc(NC(=O)CSc2ncn[nH]2)c(C#N)c1C
 : -13% | -4% | -12% | -2% | -8% | -5% | -13% | 1%
- CCCn1cc(S(=O)(=O)CC(=O)Nc2ccc(OCC)cc2)c2ccccc21
 : -1% | -3% | 3% | -7% | ? | -4% | -16% | -8%
- CCCCC(O)(CCCC)C(=O)NN(C(=O)OC)c1ccc(C)cc1
 : -1% | -6% | 0% | nt | nt | nt | 1% | -6%
- COc1ccc(NC(=S)N2CCc3cc(OC)c(OC)cc3C2)cc1
 : 2% | -9% | 6% | nt | nt | nt | 4% | -16%
- CC(C(=O)Nc1ccccc1F)N1C(=O)c2ccccc2C1=O (stereo not given)
 : 6% | 4% | 5% | 9% | -17% | 0% | 8% | -1%
- COc1cc(S(=O)(=O)NCC2CCCO2)c(OC)cc1Cl (stereo not given)
 : -7% | 12% | 0% | 2% | -2% | 5% | -16% | 4%
- Cc1ccc(C)c(C(=O)CN2C3=NCCCN3c3ccccc32)c1
 : -1% | -1% | 12% | -19% | 0% | 6% | 3% | -1%
- O=C(CSc1nnc2ccccn12)Nc1ccccc1C(=O)O
 : 2% | 5% | 2% | -15% | -3% | -1% | 8% | ?
- O=C(NCCN1CCOCC1)c1cccs1
 : -9% | 8% | 7% | 5% | -12% | -1% | -2% | 4%
- COc1ccc(OC)c(/C=N/NC(=O)c2ccc3nc[nH]c3c2)c1
 : 4% | 1% | 16% | nt | ? | 2%[15.4 µM] | -4% | ?
- COc1ccccc1Oc1coc2c(CN(C)C)c(O)ccc2c1=O
 : 6% | 0% | 2% | 5% | ? | ? | 9% | ?

One compound at a time (already shown):
CNC(=O)c1nnc(Cc2ccc(F)cc2)o1 as listed: aGlu spleen mod: -1%; GAA glycogen mod: 10%; RGS12 GoLoco inh: 1%; SMN2 splice enh: 1%; ALDH1A1 block: -5%; GAA inhib: -5%[15.4 µM]; aGal spleen mod: -2%; JMJD2E inh: -2%
CCOC(=O)c1sc(NC(=O)CSc2ncn[nH]2)c(C#N)c1C as listed: aGlu spleen mod: -13%; GAA glycogen mod: -4%; RGS12 GoLoco inh: -12%; SMN2 splice enh: -2%; ALDH1A1 block: -8%; GAA inhib: -5%; aGal spleen mod: -13%; JMJD2E inh: 1%
COc1ccccc1Oc1coc2c(CN(C)C)c(O)ccc2c1=O as listed: aGlu spleen mod: 6%; GAA glycogen mod: 0%; RGS12 GoLoco inh: 2%; SMN2 splice enh: 5%; ALDH1A1 block: ?; GAA inhib: ?; aGal spleen mod: 9%; JMJD2E inh: ?

Single values from the results shown:
In aGlu spleen mod, COc1ccccc1Oc1coc2c(CN(C)C)c(O)ccc2c1=O has 6%
In GAA inhib, CC(C(=O)Nc1ccccc1F)N1C(=O)c2ccccc2C1=O (stereo not given) has 0%
In RGS12 GoLoco inh, CCCn1cc(S(=O)(=O)CC(=O)Nc2ccc(OCC)cc2)c2ccccc21 has 3%

(cont.)
Below each compound: aGlu spleen mod | GAA glycogen mod | RGS12 GoLoco inh | SMN2 splice enh | ALDH1A1 block | GAA inhib | aGal spleen mod | JMJD2E inh
- COC(=O)c1[nH]c(C)c(/C(O)=C2\C(=O)C(=O)N(CCN(C)C)C2c2ccc(OC)cc2)c1C (stereo not given)
 : 5% | 1% | 12% | 3% | ? | ? | 3% | -7%
- CCOc1ccc(N=C2C(=O)N(CN3CCOCC3)c3ccccc32)cc1
 : 1% | ? | 5% | -9% | ? | 0% | 4% | -9%
- Cc1nnc(SCc2ccc(C(=O)Nc3cc(Cl)ccc3C)cc2)s1
 : -19% | 4% | 4% | -29% | -12% | -5% | 0% | -3%
- NC1=NC(c2cn[nH]c2-c2cccc(F)c2)n2c(nc3ccccc32)N1 (stereo not given)
 : 2% | 4% | 4% | -9% | 4% | 2% | 5% | 1%
- COc1ccccc1CCNC(=O)c1cc(-c2ccncc2)nc2ccc(Br)cc12
 : 0% | 23% | 5% | -6% | -1% | 9% | -2% | 1%
- N#Cc1nc(-c2ccco2)oc1N1CCCC1
 : -4% | 3% | -3% | 10% | ? | -1% | -6% | ?
- Cc1cc(C(=O)COC(=O)c2ccc[nH]c2=O)c(C)n1-c1ccc(Br)cc1
 : 9% | 1% | 30%[activator] | ? | -3% | -1% | 9% | -26%
- CCOc1ccc(NC(=O)C(C)NS(=O)(=O)c2ccc(NC(C)=O)cc2)cc1 (stereo not given)
 : -2% | -4% | 21% | 7% | 0% | 8% | -21% | -11%
- CCOC(=O)c1ccccc1NS(=O)(=O)c1ccc(S(=O)(=O)N2CCCC2)cc1
 : -16% | -7% | 6% | -16% | 22µM* | -11% | -15% | ?
- Cc1c(C(=O)OCC(=O)N2CC(=O)Nc3ccccc32)oc2ccc(Br)cc12
 : 6% | -1% | -18% | 5% | 5% | -1% | 12% | -3%
- CCCC(C)NC(=O)c1ccc2[nH]c3c(c2c1)CC(C)CC3 (stereo not given)
 : 0% | 7% | nt | nt | 16µM* | -10% | 4% | 9%
- O=C1CCCC(O)=C1N=Nc1ccc(C(=O)O)cc1
 : -25% | -15% | -15% | nt | ? | ? | -8% | ?
- CCCCCc1nc2sc3c(c2c(=O)n1NC(=O)c1ccc([N+](=O)[O-])cc1)CC(C)(C)OC3
 : -17% | 6% | -3% | -35%[inhibitor] | 8.9µM* | -3% | -23% | -5%
- O=C(COC(=O)/C=C/c1ccc(Cl)cc1)Nc1ccccc1-c1ccccc1
 : 7% | 0% | 12% | 6% | 15% | -3% | 10% | 6%
- Cc1cc(=O)[nH]c(SCC(=O)Nc2ccc(Cl)cn2)n1
 : -10% | 6% | 7% | -16% | 13% | 1% | 22% | 3%
- CCOC(=O)c1[nH]c(C)c(C(=O)OC)c1C
 : 7% | 1% | 2% | nt | nt | nt | 10% | -5%
- CSc1ccccc1NC(=S)Nc1cccc(C(F)(F)F)c1
 : -4% | 1% | 0% | 23% | ? | -9% | 5% | -2%
- CC(=O)N(/N=C1\Sc2ccccc2C1=O)c1ccccc1C
 : -10% | 3% | 37%[activator] | ? | 8% | -1% | 2% | 5%
- CCc1ccc(S(=O)(=O)c2n[nH]n3c2nc(=O)c2ccccc23)cc1
 : -3% | 2% | 1% | 2% | -11% | 6% | 3% | ?
- O=C(NN1CCCCC1)c1cnn2c(C(F)F)cc(-c3ccccc3)nc12
 : -3% | -3% | 15% | -6% | 7% | 0% | -1% | -8%
- COc1ccc(NC(=O)CCN2CC(C)OC(C)C2)c(OC)c1 (stereo not given)
 : -2% | 5% | -1% | -59%[inhibitor] | 7% | 3% | -5% | 0%
- Cc1cccc(C)c1OCC(=O)Nc1ccc(S(=O)(=O)Nc2ccccn2)cc1
 : 0% | -4% | -4% | 3% | -14% | 3% | 10% | ?
- COc1cc(C2Nn3c(nnc3-c3ccccc3OC)S2)ccc1O (stereo not given)
 : 0% | ? | -4% | ? | 24µM* | 5% | 0% | -20%
- COc1cc2c(CCNC(C)=O)c[nH]c2cc1O
 : -5% | nt | 3% | -6% | -10% | nt | -2% | ?
- CC(C)c1nnc(NC(=O)C2CCN(c3cnccn3)CC2)s1
 : -6% | 1% | -2% | -62%[inhibitor] | 32µM* | -2% | 0% | ?
- CCN1CCCC1CNC(=O)Cn1cccc1C(=O)c1ccccc1C (stereo not given)
 : -6% | 15% | 8% | 15% | -6% | -3% | 4% | -5%
- COc1ccccc1NC(=O)COC(=O)CNC(=O)c1ccc(OC)c(OC)c1
 : -6% | 8% | -8% | 5µM* | 9% | -6% | 11% | 0%
- CSc1ccccc1C(=O)Nc1nccs1
 : 9% | ? | 10% | -11% | ? | 0% | 7% | -4%
- Cc1ccn2c(/C=N/OCc3cccc(F)c3)c(-c3ccc(Cl)cc3)nc2c1
 : -19% | -3% | 6% | -27% | ? | 4% | 10% | -22%
- Oc1c(Br)cc(C2N=C(c3ccccc3Cl)NO2)cc1Br (stereo not given)
 : -5% | -5% | -18% | -6% | ? | -7% | -2% | -4%
- CN(C)CCNC(=O)c1cc2sc3ccccc3c2s1
 : 1% | 5% | 1% | 3% | ? | -5% | -12% | ?
- O=C(c1ccc(NS(=O)(=O)c2cccs2)cc1)N1CCCCC1
 : -9% | 3% | 0% | -39%[inhibitor] | ? | 5% | 23% | 5%
